# PLC-beta3 inh = PLC-beta3 (human) inhibition, primary screen; Q01970; Purified PLC-beta3, fluorogenic substrate, fluorescence; inhibition, % at 12.2 µM; hit rate 0.18% among 370,000; AID 720704; in the data active = inhibition above about 11%;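 also: 0% = median of compound wells on plate and 100% = full blocker control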
# Target sequence (Q01970 whole entry, looked up): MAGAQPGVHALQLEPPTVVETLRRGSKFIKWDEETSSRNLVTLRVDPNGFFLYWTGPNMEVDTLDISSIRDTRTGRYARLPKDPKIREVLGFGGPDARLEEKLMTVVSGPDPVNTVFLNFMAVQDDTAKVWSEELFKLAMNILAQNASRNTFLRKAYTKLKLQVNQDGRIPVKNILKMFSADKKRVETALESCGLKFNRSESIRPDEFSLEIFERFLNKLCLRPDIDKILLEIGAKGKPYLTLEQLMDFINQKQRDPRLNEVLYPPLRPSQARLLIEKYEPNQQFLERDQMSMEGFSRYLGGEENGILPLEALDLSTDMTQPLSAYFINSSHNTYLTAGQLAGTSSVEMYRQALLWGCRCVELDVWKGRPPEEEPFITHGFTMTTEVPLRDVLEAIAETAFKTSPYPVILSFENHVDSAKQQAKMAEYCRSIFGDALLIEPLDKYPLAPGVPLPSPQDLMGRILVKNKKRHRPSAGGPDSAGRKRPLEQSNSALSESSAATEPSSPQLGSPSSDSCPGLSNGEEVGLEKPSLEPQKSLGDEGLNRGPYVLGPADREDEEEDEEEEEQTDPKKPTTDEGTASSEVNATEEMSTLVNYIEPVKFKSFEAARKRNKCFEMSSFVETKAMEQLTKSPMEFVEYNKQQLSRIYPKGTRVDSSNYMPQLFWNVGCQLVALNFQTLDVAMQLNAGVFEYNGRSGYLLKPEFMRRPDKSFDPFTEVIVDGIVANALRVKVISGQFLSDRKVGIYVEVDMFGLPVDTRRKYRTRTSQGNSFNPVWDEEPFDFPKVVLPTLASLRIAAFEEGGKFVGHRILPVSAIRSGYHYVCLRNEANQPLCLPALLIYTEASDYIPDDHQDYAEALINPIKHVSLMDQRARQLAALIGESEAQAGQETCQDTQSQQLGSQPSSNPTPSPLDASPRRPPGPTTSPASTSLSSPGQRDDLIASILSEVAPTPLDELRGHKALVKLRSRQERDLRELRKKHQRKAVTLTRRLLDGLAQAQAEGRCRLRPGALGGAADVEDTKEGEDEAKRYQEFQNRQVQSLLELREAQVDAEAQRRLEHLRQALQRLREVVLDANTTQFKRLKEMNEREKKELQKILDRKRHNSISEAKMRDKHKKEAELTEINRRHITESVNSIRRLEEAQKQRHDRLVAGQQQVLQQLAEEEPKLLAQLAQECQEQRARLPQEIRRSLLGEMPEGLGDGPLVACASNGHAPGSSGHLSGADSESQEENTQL
# DAX1 inh-1 = DAX1 (NR0B1) inhibition, primary screen. HEK293T StAR-luciferase reporter, SF-1/DAX-1 repression relief. inhibition, % at 6.8 µM. hit rate 1.1% among 370,000. AID 652010;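 active = inhibition above the mean over all tested compounds plus 3 SD, cut at about 3.6% in these data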;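 also: 0% = DAX-1 cells with DMSO and 100% = cells lacking DAX-1 with DMSO; higher inhibition means more luminescence from relief of DAX-1 repression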
# ssDAF-12 act = activates DAF-12 receptor from parasite S. stercoralis. HEK293 ssDAF-12/GRIP1 lit1-tk-luc reporter, luminescence; % of 3 µM dafachronic acid response. activation, % at 6.8 µM. hit rate 1% among 370,000. AID 652126;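 active = activation above the mean over all tested compounds plus 3 SD, cut at about 0.9% in these data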;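 also: 0% = DMSO-only wells and 100% = 3 µM delta7-dafachronic acid wells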
# GAA850 FXN act = increases GAA850 frataxin promoter reporter activity. HEK293 lucGAA850 FXN promoter luciferase reporter, 24 h; percent of 10 µM SAHA response. activation, % at 6 µM. hit rate 0.56% among 360,000;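 active = activation above the average of all compounds screened plus 3 SD, cutoff fixed separately per campaign, cut at about 7.5% in these data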;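 also: 0% = DMSO wells and 100% = 10 µM SAHA wells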
# hgDAF-12 ag = activates the H. glycines DAF-12 receptor ligand-binding domain; HEK293 GAL4-hgDAF12 UAS-luciferase reporter, agonist luminescence; normalized to butyrate control; activation, % at 6.8 µM; hit rate 1.8% among 370,000; AID 687014;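 active = activation above a cutoff set at the mean of all screened compounds plus 3 SD, cut at about 10% in these data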;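 also: 0% = DMSO wells and 100% = sodium butyrate wells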
# sPLA2-III inh = Inhibits HGIII-sPLA2 liposome hydrolysis, primary screen. Q9NZ20. QFRET BODIPY PC-A2 liposome hydrolysis, fluorescence. inhibition, % at 12.2 µM. hit rate 0.56% among 370,000. AID 743126;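 active = inhibition above mean plus 3 SD of compounds lying within the high and low control bounds, cut at about 19% in these data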;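 also: 0% = median of test compound wells and 100% = no enzyme DMSO wells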
# Rev-erbA mod = modulators of human Rev-erb alpha DNA binding. P20393. Rev-erbα–FITC-DNA binding, fluorescence polarization, 90 min. activity, % at 10 µM. hit rate 0.79% among 370,000;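 active = activity above about 14%, limit read from the data; passing the limit was not always enough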;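 also: 0% = DMSO wells with 35 nM protein and 100% = DMSO wells with 750 nM protein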
# SMARCA2 activ = SMARCA2 function activation, primary screen. hit rate 1% among 370,000. activation, % at 9.1 µM. MG213 cells, MMTV-luciferase reporter, dexamethasone, overnight; in the data active = activation above about 7.8%;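 also: 0% = vehicle wells and 100% = reference activator wells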
# DAX1 inh-2 = inhibits human nuclear receptor DAX1; HEK293 Gal4-DAX1 luciferase reporter, luminescence; inhibition, % at 6.75 µM; hit rate 0.99% among 340,000; AID 504766;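 active = inhibition above the mean over all tested compounds plus 3 SD, cut at about 4.2% in these data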;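 also: 0% = DAX1-transfected cells with DMSO and 100% = empty-vector control cells with DMSO; inhibition shows as a rise in luminescence from relieved DAX1 repression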
# PG9 binder = binds the HIV-1 gp120 antibody PG9. TR-FRET gp120-PG9 antibody binding. inhibition, % at 6.7 µM. hit rate 0.43% among 360,000. AID 624416; in the data active = inhibition above about 8.5%
# hcDAF-12 act = activates DAF-12 receptor from parasite H. contortus; HEK293 hcDAF-12 lit1-tk-luc reporter, luminescence; 0% DMSO, 100% Δ7-dafachronic acid; activation, % at 6.8 µM; hit rate 1.4% among 370,000; AID 652067;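 active = activation above the mean of all tested compounds plus 3 SD, cut at about 5.5% in these data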;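 also: 100% = response to 3 µM Δ7-dafachronic acid high control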
# * = called active by the depositor; i = inactive; · = no result given; & = joins results of further samples.
SMILES,PLC-beta3 inh,DAX1 inh-1,ssDAF-12 act,GAA850 FXN act,hgDAF-12 ag,sPLA2-III inh,Rev-erbA mod,SMARCA2 activ,DAX1 inh-2,PG9 binder,hcDAF-12 act
Cc1oc2c(c(C)cc3oc(=O)c(CC(=O)N[C@@H](C)C(=O)O)c(C)c32)c1C,i,0.0,-1.5,2.6,2.2,1,0,1,0.1,2.3,-0.3
Cc1cnc2c(N)cc(C)c(C)c2c1,-21,-2.7,-0.6,-0.1,-3.1,16,-2,-1,-0.2,-7.1,-0.7
Cc1c(NC(=O)c2ccccc2NS(=O)(=O)c2ccc(Br)cc2)c(=O)n(-c2ccccc2)n1C,-4,0.6,-1.3,-1.0,-0.9,-17,-1,-2,0.3,-0.2,-2.2
Cc1cc(NC(=O)CSCc2ccccc2C)no1,-1,-0.3,-1.6,1.8,-0.5,4,-6,4,-0.7,0.1,-0.4
Cc1cc(NC(=O)C2CCCN2C(=O)Nc2c(C)cccc2C)ccc1-n1cnnn1 (stereo not given),0,-0.7,-0.9,0.2,-1.2,-8,4,-2,-0.7,1.3,-1.3
O=c1c2ccccc2cnn1-c1nc2ccccc2[nH]1,i,-3.3,-3.9,-15,-21,17,0,-7,-6.0,1.0,-6.8
O=C(O)/C=C\C(=O)Nc1ccc(OC(F)F)cc1,0,0.2,-0.6,-0.9,-1.3,2,3,-2,-1.4,-1.4,0.9
CCn1cc(C(=O)Nc2cccc(NC(C)=O)c2)c2cc(OC)c(OC)cc2c1=O,4,0.1,-1.0,2.9,1.2,-4,3,7,-1.4,-0.9,-1.1
CC1CCCCN1CCNC(=O)CN1C(=O)CSc2ccc(S(=O)(=O)N3CCCCC3)cc21 (stereo not given),-6,0.3,-1.4,-0.7,0.3,-6,-8,0,0.3,-2.3,0.9
O=S(=O)(Cc1ccccc1)NCC1CCCN(Cc2cccc3nonc23)C1 (stereo not given),-2,0.2,-0.2,0.0,0.7,-9,3,-1,3.0,0.1,-0.7
CC(=O)C1=C(O)C(=O)N(CCC(=O)O)C1c1ccc(Cl)cc1Cl (stereo not given),-2,0.2,-1.8,5.0,1.1,2,-5,-3,1.0,2.8,-5.7
O=C(CSc1nc(-c2ccccc2)cs1)NC(=O)NCc1ccco1,-5,-0.4,-1.5,0.6,-0.6,-26,9,-3,1.1,0.7,-2.4
C/C=C/c1ccc(Oc2nnnn2-c2ccc(C(N)=O)cc2)c(OC)c1,-1,-0.4,-0.5,1.5,0.8,-14,3,0,-1.2,1.1,0.8
OCCC1CN(Cc2cccc(O)c2)CCN1CCc1ccccc1 (stereo not given),-2,0.8,-1.1,0.8,-0.4,-3,6,-3,-0.3,1.9,0.0
O=C(NCCN1CCNC1=O)c1ccc2sc([C@@H]3O[C@H](CO)[C@H](O)[C@H](O)[C@H]3O)nc2c1,-5,-1.1,-1.7,-0.6,-1.5,3,5,-2,·,0.3,-0.1
CCCS(=O)(=O)N1CCN(C(=O)c2ccco2)CC1,1,0.2,-0.7,-0.1,1.4,3,4,-3,0.1,-1.1,-1.0
Cc1nc2sc(C(c3cccs3)N3CC(C)CC(C)C3)c(O)n2n1 (stereo not given),2,-0.6,-1.1,0.4,-2.9,-13,-5,1,-0.8,0.0,-0.4
Cc1noc(C)c1S(=O)(=O)Nc1ccc2c(c1)C(=O)N([C@H](C)CO)C[C@H](C)[C@H](CN(C)S(=O)(=O)c1ccc(Cl)cc1)OCCCC[C@@H](C)O2,4,2.3,-1.7,·,-1.4,-21,8,-4,·,2.3,-0.2
O=C(NC1CCCCN(Cc2ccc(Cl)cc2)C1=O)C(c1ccccc1)c1ccccc1 (stereo not given),0,-1.4,-0.9,·,0.9,-8,7,0,·,·,-2.5
COc1ccc(CC(=O)Nc2cc(S(C)(=O)=O)ccc2Cl)cc1S(=O)(=O)N1CCOCC1,0,0.9,-1.0,-1.0,-1.9,-2,-6,6,-0.2,-1.2,-0.6
CSc1ccccc1NC(=O)COC(=O)CCc1ccccc1,-4,-0.1,-0.2,0.4,1.2,2,5,-2,0.2,-0.6,0.2
CC(=O)NS(=O)(=O)c1ccc(NC(=S)NC(=O)C(C)(C)C)cc1,2,0.1,-0.1,0.8,1.4,-1,-2,2,0.0,-3.1,-0.9
O=C(CCN1C(=O)c2ccncc2C1=O)NCc1ccc(Cl)cc1,0,-0.4,-1.1,-1.4,-0.1,1,3,1,1.4,-1.9,-1.8
O=C(NCc1cccc(Cl)c1)c1ccc(S(=O)(=O)N2CCCCC2)cc1,2,0.1,-1.0,-0.5,3.0,-5,0,-2,0.5,-1.5,-1.9
COc1ccc(S(=O)(=O)N/N=C\c2ccc([N+](=O)[O-])o2)c(OC)c1,-4,-1.6,0.2,-1.1,0.8,-2,4,-1,0.8,0.7,1.3
CC(Sc1nnc2ccccn12)C(=O)NCc1ccc2c(c1)OCO2 (stereo not given),-26,-0.4,-0.8,0.4,0.8,15,0,-4,-0.5,-0.9,-0.7
CC1CCC(NC(=O)c2ccc(CS(=O)(=O)Cc3ccccc3F)o2)CC1 (stereo not given),-2,-0.1,-1.3,0.1,2.0,-11,-5,0,-0.4,-1.2,-1.2
CC(CN(C)C)CN1c2ccccc2CCc2ccccc21 (stereo not given),2,1.1,-1.1,-2.4,5.1,-2,0&2,8.2*,-0.6,-1.4,-2.8
Cc1ccc(C(=O)NC(=S)Nc2ccc(N3CCOCC3)cc2)c(C)c1,-2,-0.2,-0.3,-0.2,-1.5,12,0,7.9*,0.2,-0.3,-0.7
COc1ccccc1CNC(=O)COC(=O)C1CCN(S(=O)(=O)c2ccccc2)CC1,-6,0.4,-1.2,1.1,4.7,7,-5,-2,-0.7,0.4,-1.2
COc1ccc(CC(=O)N2CCN(c3cccc(C)c3C)CC2)cc1,-10,-0.7,-1.4,3.1,0.7,-6,-2,-1,1.9,-1.2,-1.5
CCOc1ccc(N(CC(=O)Nc2ccccc2OC)S(=O)(=O)c2ccccc2)cc1,-4,-0.5,-1.0,-2.4,-1.5,-14,4,-3,2.1,2.2,-0.8
Cc1cccc(Oc2cc(NC(=O)Cn3cnc([N+](=O)[O-])n3)cc([N+](=O)[O-])c2)c1,5,-0.1,-1.5,0.0,0.0,-19,10,-6,-0.1,-1.6,-2.0
COc1ccccc1N1CCN(C2CCCN(C(=O)c3ccoc3)C2)CC1 (stereo not given),-7,0.6,-1.3,1.5,-3.2,11,-3,-3,-0.8,0.2,1.7
COc1cc(C(=O)NNC(=O)c2cc(=O)[nH]c3ccccc23)cc(OC)c1OC,-81,-0.7,-0.9,-0.4,1.9,5,3,-3,-0.9,1.1,-1.2
Cc1ccc(S(=O)(=O)N2C[C@H]3[C@H]4C(=O)N(c5ccccc5)C(=O)[C@H]4C[C@H](OC(=O)Nc4cccs4)[C@@]3(O)C2)cc1,2,0.7,-0.3,-0.3,5.4,-39,5,4,-0.6,-2.8,-0.2
CCN(CC)CCNC(=O)c1ccc(NC(=O)Cc2cccc3ccccc23)cc1,-8,-0.1,-0.4,0.5,1.3,-6,7,-5,1.4,-0.5,0.3
CCc1ccc(-n2nnnc2SCC(=O)Nc2ccc(NC(C)=O)cc2)cc1,-2,-0.6,-1.7,-0.5,0.1,-8,8,-2,-0.1,-1.1,-2.3
C(=N\c1nc2ccccc2[nH]1)/c1cccs1,2,1.0,0.1,-0.3,0.2,2,-4,-1,0.7,-0.8,3.1
C#CCOC(=O)Nc1cnccc1C(F)(F)F,-8,0.9,-1.0,0.3,-1.3,6,-1,-1,-0.7,-0.4,-0.1
Cc1ccc(Oc2coc3cc(O)ccc3c2=O)cc1,i,0.3,-0.7,0.3,2.5,-2,-2,3,-0.4,-1.9,3.1
O=C1CCCN1CCCNC(=S)Nc1ccc(F)cc1,0,0.1,-1.3,2.1,3.8,1,6,0,0.0,-2.2,0.4
CC(=O)Nc1ccc2c(c1)N(S(=O)(=O)c1cccs1)CCC2,4,0.7,-1.0,1.0,-3.7,3,0,-3,-1.3,-1.9,0.4
Cc1ccc(NC(=O)C2(C)CCN2C2Cc3ccccc3C2)cc1 (stereo not given),0,-0.1,-1.2,0.4,-2.0,-7,5,-3,·,-1.3,-1.1
Cc1c(NS(=O)(=O)c2ccc3c(c2)NC(=O)CC(=O)N3)cccc1[N+](=O)[O-],-4,0.0,-0.8,0.1,0.1,-2,-6,2,-0.1,-0.9,-2.3

# Part of the list above in order of molecular weight, smallest number first:
SMILES,PLC-beta3 inh,DAX1 inh-1,ssDAF-12 act,GAA850 FXN act,hgDAF-12 ag,sPLA2-III inh,Rev-erbA mod,SMARCA2 activ,DAX1 inh-2,PG9 binder,hcDAF-12 act
Cc1ccc(Oc2coc3cc(O)ccc3c2=O)cc1,i,0.3,-0.7,0.3,2.5,-2,-2,3,-0.4,-1.9,3.1
Cc1ccc(NC(=O)C2(C)CCN2C2Cc3ccccc3C2)cc1 (stereo not given),0,-0.1,-1.2,0.4,-2.0,-7,5,-3,·,-1.3,-1.1
CC(=O)Nc1ccc2c(c1)N(S(=O)(=O)c1cccs1)CCC2,4,0.7,-1.0,1.0,-3.7,3,0,-3,-1.3,-1.9,0.4

# New compounds follow.
SMILES,PLC-beta3 inh,DAX1 inh-1,ssDAF-12 act,GAA850 FXN act,hgDAF-12 ag,sPLA2-III inh,Rev-erbA mod,SMARCA2 activ,DAX1 inh-2,PG9 binder,hcDAF-12 act
COc1cc(=O)oc(CCC(C)O)c1C (stereo not given),0,-0.9,-0.7,-0.8,-1.9,5,-4,-4,0.0,0.7,-1.0
C[C@H]1[C@@H](OC(=O)Nc2ccccc2Cl)CC[C@@]23CCCN2C(=O)CCC[C@@H]13,-26,·,-1.4,·,2.5,-3,3,·,·,·,-1.9
CCOC(=O)C1C(=O)CC(C)(O)C(C(=O)OCC)C1c1ccco1 (stereo not given),-4,-0.8,-1.0,0.4,-1.4,-7,-2,-1,-0.1,-0.1,-0.1
O=C1NCCN/C1=C\C(=O)c1ccc(Cl)cc1,-5,1.5,0.1,3.5,8.6,14,0,-1,·,0.8,2.9
C=CCOC(=O)C(C(=O)Cc1ccccc1)c1ccccc1 (stereo not given),0,-0.8,-0.6,1.0,0.5,-34,-1,-2,-0.7,1.9,0.0
CCCn1cnc2sc(CC)cc2c1=O,2,0.3,-0.3,0.4,0.6,3,5,-2,-0.4,-1.2,0.2
CSc1nc(-c2ccc(Cl)cc2)nc(N)c1C#N,0,0.3,0.2,-0.8,0.0,4,29*,2,·,25*,4.3
Cc1cc(C)cc(NC(=S)NCCN(C2CCCCC2)C2CCCC2)c1,0,-0.2,-1.1,-2.5,3.9,16,-5,0,-0.4,0.4,-2.1
COC(=O)c1[nH]c(C)c(/C(O)=C2\C(=O)C(=O)N(CCN(C)C)C2c2cccc(OC)c2OC)c1C (stereo not given),-2,-0.6,-1.2,-3.1,1.2,10,2,-2,2.0,0.1,-1.2
CC1CC(CC(=O)NC(=S)Nc2ccccc2Cl)C(=O)O1 (stereo not given),3,-0.7,-1.8,0.3,-2.4,-4,-4,0,-0.3,-2.1,-1.6
Cc1c(N=C/C=C/c2ccccc2)c(=O)n(-c2ccccc2)n1C,-8,-1.1,-1.9,3.0,-0.1,-1,-1,1,-0.8,-1.2,-0.2
Cc1cccc(C)c1N1C(=O)CN(Cc2ccccc2)C1=S,-6,0.3,-1.2,3.0,1.8,-79,2,-1,-1.2,-0.9,-2.1

# Screening results as filed in PubChem.
